Compound activity from PubChem.
UHRF1 binding: UHRF1 methyl-DNA binding inhibition | 370,000 compounds, 0.75% hits | inhibition, % at 4.4 µM | UHRF1 binding to methylated oligo, TR-FRET | AID 687016; in the data active = inhibition above about 21%;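 note: UHRF1 SRA domain binding a hemimethylated CpG hairpin DNA probe; 0% = median of test compound wells and 100% = reference inhibitor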
GC-B act: GC-B (human) receptor activation. P20594. HEK293-GC-B cells, CNP EC30, cGMP TR-FRET; 0% at EC30 CNP, 100% saturating CNP. activation, % at 10 µM. 370,000 compounds, 0.11% hits;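 active = activation at 10 µM reaching about 35% in either raw or pattern-adjusted values, limit read from the data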
rCAG RNA binder: molecules binding r(CAG) RNA repeats; AID 651821; inhibition, % at 3 µM; r(CAG) RNA repeat, TO-PRO-1 dye displacement fluorescence; 370,000 compounds, 1.3% hits;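 active = inhibition above the plate cutoff, the mean of all test compounds on that plate plus 3 SD, cut at about 35% in these data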;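 note: 0% = DMSO alone and 100% = 100 µM mitoxantrone as full dye displacement; higher means more dye released from RNA so lower well fluorescence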
TCR-CD3 inh: inhibitors of human TCR-CD3 interaction. TAMRA-labeled TCR probe fluorescence, biochemical. inhibition, % at 9.4 µM. 360,000 compounds, 0.37% hits; in the data active = inhibition above about 19%;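 note: recombinant mutant TCR 2C K166C tagged with TAMRA read by polarization; 0% = receptor in buffer alone and 100% = receptor with positive control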
PRMT1 FP inh: PRMT1 (human) inhibition, primary screen; recombinant PRMT1, activity-based probe fluorescence polarization; inhibition, % at 2.79 µM; 370,000 compounds, 1.3% hits;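 active = inhibition above about 21% made by adding two undisclosed values, limit read from the data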
mABHD4 FP: ABHD4 (mouse) inhibition, primary FP screen; Q8VD66; purified mABHD4, FP-Rh probe fluorescence polarization; inhibition, % at 8.92 µM; 370,000 compounds, 0.54% hits;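 active = inhibition exceeding the mean over every tested compound plus 3 SD, cut at about 30% in these data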;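 note: 0% = plate median of compound wells and 100% = S159A mutant with DMSO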
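Assay system: mouse ABHD4 enzyme, wild type / Also added: fluorescent activity-based probe FP-Rh / Doses: single nominal dose of 8.92 µM, 0.89% DMSO final / Timing: 45 min compound pre-incubation plus 60 min probe step, 25 °C / Signal: FP readout, ex 525 nm / em 598 nm / Control set: S159A mutant/DMSO as 100%, compound-well median as 0%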
GC-A act: GC-A (human) enzyme activation; P16066; HEK293 GC-A cells, cGMP TR-FRET, EC30 ANP; 0% at EC30 ANP, 100% saturating ANP; activation, % at 10 µM; 370,000 compounds, 0.14% hits; AID 1671463; in the data active = activation above about 40%
Target sequence (P16066 whole entry, looked up): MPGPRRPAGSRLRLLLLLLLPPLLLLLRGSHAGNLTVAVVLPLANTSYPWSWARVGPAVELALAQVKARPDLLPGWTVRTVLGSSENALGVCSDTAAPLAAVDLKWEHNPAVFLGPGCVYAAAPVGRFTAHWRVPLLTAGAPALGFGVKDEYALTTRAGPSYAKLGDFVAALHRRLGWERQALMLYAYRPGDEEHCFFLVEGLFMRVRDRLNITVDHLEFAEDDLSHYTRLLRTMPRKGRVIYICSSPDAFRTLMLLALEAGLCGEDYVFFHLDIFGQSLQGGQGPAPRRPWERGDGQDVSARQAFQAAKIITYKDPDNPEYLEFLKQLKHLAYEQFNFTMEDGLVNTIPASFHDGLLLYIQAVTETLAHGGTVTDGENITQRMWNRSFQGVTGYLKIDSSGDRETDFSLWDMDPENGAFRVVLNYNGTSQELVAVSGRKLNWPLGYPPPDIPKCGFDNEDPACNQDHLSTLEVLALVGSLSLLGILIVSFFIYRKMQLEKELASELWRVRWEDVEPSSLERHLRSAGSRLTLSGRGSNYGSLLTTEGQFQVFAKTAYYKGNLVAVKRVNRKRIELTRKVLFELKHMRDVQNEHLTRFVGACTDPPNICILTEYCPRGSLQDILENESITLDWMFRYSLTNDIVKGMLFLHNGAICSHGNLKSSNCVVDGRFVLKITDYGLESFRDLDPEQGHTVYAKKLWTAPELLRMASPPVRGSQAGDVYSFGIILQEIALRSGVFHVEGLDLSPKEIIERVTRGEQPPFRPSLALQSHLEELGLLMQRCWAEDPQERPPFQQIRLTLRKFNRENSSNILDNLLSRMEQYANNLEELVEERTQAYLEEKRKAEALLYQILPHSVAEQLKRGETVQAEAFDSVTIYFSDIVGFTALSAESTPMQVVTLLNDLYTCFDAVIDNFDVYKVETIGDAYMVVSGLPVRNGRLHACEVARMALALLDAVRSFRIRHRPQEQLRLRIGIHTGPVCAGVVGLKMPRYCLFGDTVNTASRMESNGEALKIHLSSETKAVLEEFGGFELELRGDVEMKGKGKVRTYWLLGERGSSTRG
HTRA1 inhibitor: blocks human HTRA1 serine peptidase | inhibition, % at 5.96 µM | 340,000 compounds, 0.5% hits | AID 504803 | recombinant HTRA1, FP-rhodamine activity-based probe, fluorescence polarization | Q92743; in the data active = inhibition above about 36%;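 note: 0% = enzyme with DMSO and 100% = wells lacking enzyme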
SIAE inh: inhibitors of human sialic acid acetylesterase SIAE; inhibition, % at 9.66 µM; 370,000 compounds, 0.69% hits; SIAE FP-Rh probe binding, fluorescence polarization; Q9HAT2;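 active = inhibition above a cutoff: mean of compounds within the control limits plus 3 SD of those, cut at about 17% in these data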;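 note: 0% = plate median of compound wells and 100% = probe without SIAE protein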
MBD2 inh: inhibitors of human MBD2 binding to methylated oligonucleotide. TR-FRET. inhibition, % at 4.4 µM. AID 686964. 370,000 compounds, 0.31% hits; in the data active = inhibition above about 13%
Active calls of the source: *; x = no result given.

compound	UHRF1 binding	GC-B act	rCAG RNA binder	TCR-CD3 inh	PRMT1 FP inh	mABHD4 FP	GC-A act	HTRA1 inhibitor	SIAE inh	MBD2 inh
COc1cccc2c1Oc1ncccc1N(C(=O)CCC(=O)NCc1ccccc1Cl)C2	-1	-4	-2	-2	3	4	1	4	-1	4
COc1ccc(CN(C)C(=O)CNC(=O)CNC(=O)c2ccc(Cl)cc2Cl)cc1F	3	-1	-5	0	0	3	-6	0	-5	2
CCOc1ccc(-n2c(SCC(=O)c3ccc4ccccc4c3)nnc2-c2ccc(OC)cc2)cc1	1	0	11	x	0	-3	-2	x	-2	-1
Cc1ccc(NS(=O)(=O)c2cccc(C(=O)Nc3cc(C)on3)c2)cc1	1	-6	3	4	0	-6	-14	-20	-6	2
COc1ccc(S(=O)(=O)Nc2ccc3oc(C)c(C(=O)O)c3c2)cc1	3	5	8	-3	-4	-2	1	-7	7	0
COc1cccc(C(=O)c2c(C)c(CCC#N)n3ccccc23)c1OC	0	-1	-3	1	1	5	1	2	5	2
CCOC(=O)C1(Cc2ccc(OC)cc2)CCN(C(=O)c2cc(C)on2)CC1	0	2	-6	2	-2	4	1	1	0	0
Nc1c(C(=O)N2CCCCCC2)oc2ccccc12	-1	1	-1	7	-3	6	0	5	7	0
CC1CN(C(=O)c2cccs2)CC(C)O1 (stereo unspecified)	1	1	-1	12	-1	14	2	0	-6	-3
CCOC(=O)C1CCCN(C(=O)COc2ccc(C(C)(C)C)cc2)CC1 (stereo unspecified)	-1	-2	1	5	0	-7	1	x	4	-5
CCS(=O)(=O)Nc1ccc(C2=NN(C(C)=O)C(c3cccs3)C2)cc1 (stereo unspecified)	-6	-2	0	1	-4	-2	-1	0	1	5
Cc1c(C(=O)NCCc2ccc3c(c2)OCCO3)oc2ccccc12	3	-3	-6	2	3	-11	-1	-11	0	-1
CCCC(=O)Nc1ccc(S(=O)(=O)Nc2cc(OC)ncn2)cc1	2	0	4	-6	5	-8	0	5	-2	0
CCCCOC(C)n1cc(F)c(=O)[nH]c1=O (stereo unspecified)	5	-2	-3	-7	-3	3	4	-1	8	-3
C#CCOCCOCCOCCNc1nc(N2CCN(C(=O)[C@H](C(C)C)n3cc(CCO)nn3)CC2)nc(N2CCN(C(=O)[C@H]([C@@H](C)CC)n3cc(CCCN=C(N)N)nn3)CC2)n1	10	3	-7	6	0	5	2	6	-4	2
Cc1ccc(C(=O)COC(=O)c2cccc([N+](=O)[O-])c2)s1	1	-1	1	1	3	5	1	-11	-4	8
O=C(/C=C/c1ccccc1)NC(=O)c1ccccc1O	0	-3	5	1	-3	-5	-3	7	4	-5
CCc1c(C)c(C#N)c2nc3ccccc3n2c1NCCCN(C)C	8	-1	0	1	-2	-5	4	4	5	2
CCOC(=O)Cn1nnnc1CN(Cc1ccc(OC)cc1)Cc1cc2cc(CC)ccc2[nH]c1=O	-3	0	-2	0	4	4	-4	-33	-9	-4
Cc1ccc(NC(=O)CSc2n[nH]c(C)c2[N+](=O)[O-])cc1C	5	3	16	-8	4	-1	6	-8	-16	5

Next section.
compound	UHRF1 binding	GC-B act	rCAG RNA binder	TCR-CD3 inh	PRMT1 FP inh	mABHD4 FP	GC-A act	HTRA1 inhibitor	SIAE inh	MBD2 inh
COc1ccc(NC(=O)CCN2C(=O)C3CC=CCC3C2=O)cc1S(=O)(=O)N1CCCCC1 (stereo unspecified)	-3	4	-3	0	-2	8	2	4	2	5
COCCNc1nnc(SCC(=O)c2ccc3c(c2)OCO3)s1	-2	-3	2	7	1	8	1	0	3	-6
CCOc1ccc(C(=O)NCc2cccs2)cc1	6	-5	3	4	-1	-2	3	4	1	-1
CN1CCCC(OC(=O)c2cc(Cl)cc(Cl)c2)C1 (stereo unspecified)	-3	5	-1	8	-4	0	-2	4	-1	-3
Cc1cc(C)nc(N/C(=N\S(=O)(=O)Cc2ccccc2)Nc2ccccc2Br)n1	2	0	0	6	1	2	-3	-5	0	3
CN(C)C(CNC(C(=O)Nc1ccc(F)cc1)c1ccccc1)c1ccccc1 (stereo unspecified)	-1	-9	-2	10	3	2	-17	-9	-6	-2
COc1ccc(C(C)=O)cc1CSCc1cc(C(C)=O)ccc1OC	-4	-11	-8	3	-1	-5	-3	-4	-3	-7
Cc1cccc(NC(=O)CSc2nc(COc3ccccc3)nc3ccccc23)c1C	0	-1	4	3	-1	4	2	-14	1	3
CC(NC(=O)C1CCN(S(=O)(=O)c2cccc3nonc23)CC1)c1ccccc1 (stereo unspecified)	-2	-3	3	4	1	4	-5	3	5	2
CC1(C)O[C@@H]2[C@H](O1)[C@@H](COS(=O)(=O)O)O[C@H]2n1c(=S)[nH]c2c(=O)[nH]c(N)nc21	4	20	4	6	10	0	22	5	5	0
Nc1ccc(C(=O)N/N=C/c2cn(Cc3ccc(F)cc3)c3ccccc23)cc1	-3	-1	15	5	4	10	-5	8	16	4
CC(=O)Nc1ccc(S(=O)(=O)n2cnc3ccccc32)cc1	-2	-3	1	6	-2	0	0	2	5	3
CCCC(=O)C1=C(SCC)CC(C)(C)C(C(=O)OC)C1=O (stereo unspecified)	3	5	-4	-6	1	-7	1	6	-1	2
S=c1[nH]nc(C2CCCCC2)n1/N=C/c1ccccc1Cl	0	1	10	0	12	-7	3	-14	-3	5
O=C(NCc1ccc(F)cc1)C1CCN(S(=O)(=O)N2CCCC2)CC1	0	7	-3	-3	6	7	5	1	-2	5
COc1ccc(OC)c(C=C2CCc3ccccc3C2=O)c1	0	-2	4	3	0	5	0	x	7	3
O=c1c(=O)n(O)c2ccccc2n1O	-1	-2	0	2	3	-1	0	0	13	0
O=c1[nH]c(SCc2ccc(F)cc2)nc2c1cnn2-c1ccc(F)cc1	3	11	5	4	-4	-5	11	-21	-5	-8
CCCc1cc(=O)[nH]c(SCC(=O)N2CCN(S(=O)(=O)c3ccc(C)cc3)C2)n1	2	-3	5	-6	4	0	-1	3	1	2
COc1ccc(S(=O)(=O)N2CCOC2CNC(=O)C(=O)NCCCN2CCOCC2)cc1C (stereo unspecified)	-2	1	-2	12	-4	-5	2	0	-3	2

(more compounds)
compound	UHRF1 binding	GC-B act	rCAG RNA binder	TCR-CD3 inh	PRMT1 FP inh	mABHD4 FP	GC-A act	HTRA1 inhibitor	SIAE inh	MBD2 inh
C#CCSc1nnnn1-c1cccc(Cl)c1	-1	0	-4	4	-2	5	2	9	8	-2
CCC(=O)N1CCC2(CC1)Oc1ccc(Cl)cc1C(=O)C21CC(c2cccnc2)=NO1 (stereo unspecified)	2	6	-4	-4	13	0	0	0	4	-3
CCOC(=O)c1cc(-c2cccs2)nc2c1c(C)nn2-c1ccccn1	-2	-5	9	10	3	-6	-12	-49	-11	-6
C=CCn1c(SCC(=O)Nc2cc(C)on2)nc2sc(C)c(C)c2c1=O	-1	-3	1	15	0	3	-5	1	2	-8
COC(=O)c1ccc(NC(=O)CSC2=NC(=O)C(c3ccccc3)C(=O)N2)cc1 (stereo unspecified)	-5	-4	-1	2	5	-9	-2	0	0	4
Cc1sc(NC(=O)C(C)C)c(C(=O)Nc2ccccc2)c1C	2	-1	-7	-4	4	4	2	-1	-3	2
O=C(CSc1ccc(C(F)(F)F)cc1[N+](=O)[O-])Nc1ccc2ccccc2c1	3	5	7	-7	5	2	-3	-2	-4	2
CC12CCC(C(=O)NC3CCCCC3)([C@H](Br)C1=O)C2(C)C (stereo partly specified)	2	3	0	-4	0	6	0	1	4	0
CCSc1nnc(NC(=O)c2ccccc2)s1	-1	-1	-1	9	0	8	0	0	-2	-2
CCOC(=O)[C@H]1[C@H]2COc3ccc(OC)cc3[C@@H]2N2C(=O)c3ccc(Cl)cc3NC(=O)[C@@]12C	-1	-1	1	-3	-1	-5	2	-9	2	0
O=c1[nH]c2ccc(S(=O)(=O)N3CCCCC3)cc2o1	0	5	6	5	5	4	2	-7	-1	6
Cc1cccc(NC2=C(NC(=O)c3ccccc3)C(=O)c3ccccc3C2=O)c1	-13	-2	7	7	29*	15	-6	9	13	-20
O=C(c1cccc(Cl)c1)N1CCN(Cc2ccncc2)CC1	-2	7	-2	-5	6	14	-1	-5	4	-4
Cn1cc([N+](=O)[O-])cc1-c1nc2ccccc2n1C	0	0	-1	-11	-1	0	0	6	2	-4
C=CCOc1cccc(C(=O)N2CCC(CCC(=O)NC3CC3)CC2)c1	-1	2	-4	3	1	1	3	10	-7	1

Rewritten with two lines to a compound: 14 of the compounds above
Screens in order – UHRF1 binding	GC-B act	rCAG RNA binder	TCR-CD3 inh	PRMT1 FP inh	mABHD4 FP	GC-A act	HTRA1 inhibitor	SIAE inh	MBD2 inh
CCCc1cc(=O)[nH]c(SCC(=O)N2CCN(S(=O)(=O)c3ccc(C)cc3)C2)n1
    2	-3	5	-6	4	0	-1	3	1	2
COc1ccc(S(=O)(=O)N2CCOC2CNC(=O)C(=O)NCCCN2CCOCC2)cc1C (stereo unspecified)
    -2	1	-2	12	-4	-5	2	0	-3	2
C#CCSc1nnnn1-c1cccc(Cl)c1
    -1	0	-4	4	-2	5	2	9	8	-2
CCC(=O)N1CCC2(CC1)Oc1ccc(Cl)cc1C(=O)C21CC(c2cccnc2)=NO1 (stereo unspecified)
    2	6	-4	-4	13	0	0	0	4	-3
CCOC(=O)c1cc(-c2cccs2)nc2c1c(C)nn2-c1ccccn1
    -2	-5	9	10	3	-6	-12	-49	-11	-6
C=CCn1c(SCC(=O)Nc2cc(C)on2)nc2sc(C)c(C)c2c1=O
    -1	-3	1	15	0	3	-5	1	2	-8
COC(=O)c1ccc(NC(=O)CSC2=NC(=O)C(c3ccccc3)C(=O)N2)cc1 (stereo unspecified)
    -5	-4	-1	2	5	-9	-2	0	0	4
Cc1sc(NC(=O)C(C)C)c(C(=O)Nc2ccccc2)c1C
    2	-1	-7	-4	4	4	2	-1	-3	2
O=C(CSc1ccc(C(F)(F)F)cc1[N+](=O)[O-])Nc1ccc2ccccc2c1
    3	5	7	-7	5	2	-3	-2	-4	2
CC12CCC(C(=O)NC3CCCCC3)([C@H](Br)C1=O)C2(C)C (stereo partly specified)
    2	3	0	-4	0	6	0	1	4	0
CCSc1nnc(NC(=O)c2ccccc2)s1
    -1	-1	-1	9	0	8	0	0	-2	-2
CCOC(=O)[C@H]1[C@H]2COc3ccc(OC)cc3[C@@H]2N2C(=O)c3ccc(Cl)cc3NC(=O)[C@@]12C
    -1	-1	1	-3	-1	-5	2	-9	2	0
O=c1[nH]c2ccc(S(=O)(=O)N3CCCCC3)cc2o1
    0	5	6	5	5	4	2	-7	-1	6
Cc1cccc(NC2=C(NC(=O)c3ccccc3)C(=O)c3ccccc3C2=O)c1
    -13	-2	7	7	29*	15	-6	9	13	-20

Only part of the results is shown; count on the stated rates, not on these rows.
